Assay outcomes from PubChem BioAssay.
HP1b chromo inh: HP1-beta chromodomain-methylated histone interaction inhibition; AID 540317; AlphaScreen HP1-beta / biotin-H3K9me3 peptide binding; 390,000 tested, 0.56% active; Potency, µM (top dose mostly 114 µM), for inactives: at the top dose activity change, negative = inhibition, usual class: inhibitors; further: potency means the concentration at half of the fitted maximal effect; nearly all actives have a fitted effect of over 70% in size; inactives centre near 23
Target sequence (P83916 whole entry, looked up): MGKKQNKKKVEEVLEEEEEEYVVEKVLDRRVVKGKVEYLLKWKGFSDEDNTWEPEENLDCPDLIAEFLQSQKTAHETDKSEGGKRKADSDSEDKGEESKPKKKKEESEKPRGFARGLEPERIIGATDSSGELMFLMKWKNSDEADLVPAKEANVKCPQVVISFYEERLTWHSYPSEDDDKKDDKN
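Compound inhibition of the preformed complex between 50 nM HP1-beta and 50 nM biotinylated H3K9me3 peptide was read by AlphaScreen. Buffer was PBS pH 7.4 with 0.01% Tween-20. Incubations ran 30 min at room temperature, with 10 ug/mL donor/acceptor beads.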
BAZ2B block: blocks human BAZ2B; AID 504333; AlphaScreen BAZ2B-H3K14Ac peptide displacement; 360,000 tested, 4.4% active; Potency, µM (doses to about 114 µM), for the others: top-dose activity change, negative = inhibition, hits mostly inhibitors; further: potency means the concentration at half of the fitted maximal effect; on the % scale 0 is the no-effect control and ±100 the full control effect; nearly all actives have a fitted effect of over 60% in size
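AlphaScreen displacement: compounds (up to 110uM) incubated 30 min at room temperature with a preformed 50 nM BAZ2B/50 nM biotinylated H3K14Ac peptide complex in PBS pH 7.4 with Tween-20. Donor and acceptor beads at 10 ug/mL final added, 20 min light-protected before reading.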
JMJD2A Tudor: inhibitors of human JMJD2A Tudor domain; O75164; AID 504339; 390,000 tested, 4.4% active; Potency, µM (top dose mostly 114 µM), for the others: top-dose activity change, negative = inhibition, actives largely listed as inhibitors; AlphaScreen JMJD2A-Tudor / H3K4me3 peptide binding; further: potency means the concentration at half of the fitted maximal effect; on the % scale 0 is the no-effect control and ±100 the full control effect; nearly all actives have a fitted effect of over 50% in size
RGS4 inh: human RGS4 inhibition; P49798; Transcreener GDP fluorescence polarization, RGS4-accelerated GTP hydrolysis; Potency, µM (doses to about 114 µM), for inactives: at the top dose activity change, negative = inhibition, most hits filed as inhibitors; 390,000 tested, 0.039% active; AID 504845; further: potency means the concentration at half of the fitted maximal effect; on the % scale 0 is the no-effect control and ±100 the full control effect; nearly all actives have a fitted effect of over 75% in size; some results filed as inactive show a strong effect at the top dose
Target sequence (P49798 whole entry, looked up): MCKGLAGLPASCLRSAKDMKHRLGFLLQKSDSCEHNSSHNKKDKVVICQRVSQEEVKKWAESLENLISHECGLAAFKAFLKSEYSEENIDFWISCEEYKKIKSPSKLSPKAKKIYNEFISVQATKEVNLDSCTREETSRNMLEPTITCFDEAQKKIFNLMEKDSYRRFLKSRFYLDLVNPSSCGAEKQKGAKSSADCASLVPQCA
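MLSMR compounds (23 nl, pin-transferred) preincubated 10 min at room temperature with a 500nM (2x) first reagent, then RGS4 at 900nM (2x) plus Transcreener GDP mix added; fluorescence polarization (620/688 nm) read before and after 90 min at 30 °C.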
PI4K2A block: blocks human PI4K2A kinase activity. 420,000 tested, 0.13% active. purified PI4K2A, ADP-Glo luminescence, 1 h; stronger effect = lower value. activity change, negative = inhibition, % at 76.9 µM. AID 1346378; in the data active means activity change below about -50%; inconclusive means mostly about -30% to -49%;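 further: -100% = wells without enzyme as full effect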
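ADP-Glo luminescence measured ADP generated by PI4K2A enzyme (4 ug/mL before mixing) with 1.2 mM PI substrate (pre-mix) and 300 microM ATP (pre-mix). Tris pH7.5 buffer with MgCl2, Triton X-100; 1 h reaction at ambient temperature.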
GLS inhibitor: inhibitors of human glutaminase (GLS); 410,000 tested, 0.21% active; GLS enzymatic activity, qHTS titration; Potency, µM (doses to about 45.5 µM), without a hit: top-dose activity change, negative = inhibition, actives largely listed as inhibitors; AID 624170; further: potency means the concentration at half of the fitted maximal effect; on the % scale 0 is the no-effect control and ±100 the full control effect
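Glutamate formation by hKGA was monitored fluorometrically using coupled glutamate oxidase, HRP and Amplex Red. Substrate was added as 1 mM L-glutamine solution; incubation was 30 min at RT after an initial read.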
ERG Ets-DNA blk: blocks human ERG Ets domain binding to DNA; P11308; fluorescence polarization, His-ERG Ets domain / labelled DNA; Potency, µM (titrated, usually from 76.9 µM), inactives show at the top dose FP activity, negative = inhibition, usual class: inhibitors; 370,000 tested, 0.028% active; AID 624246; active means well fitted inhibition curve with a large enough effect in the polarisation, with a control signal flat; inconclusive means small, poorly fitted or top-dose-only effect, or effect the other way, or a change in a side signal; inactive means no such curve, though single readings can be large or run the other way; the % refers to the polarisation;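 further: polarization taken with two DNA probes labelled with fluorescein and Texas red; potency means the concentration at half of the fitted maximal effect; % of control where 0% means no effect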
Target sequence (P11308 whole entry, looked up, the tested form may be a part): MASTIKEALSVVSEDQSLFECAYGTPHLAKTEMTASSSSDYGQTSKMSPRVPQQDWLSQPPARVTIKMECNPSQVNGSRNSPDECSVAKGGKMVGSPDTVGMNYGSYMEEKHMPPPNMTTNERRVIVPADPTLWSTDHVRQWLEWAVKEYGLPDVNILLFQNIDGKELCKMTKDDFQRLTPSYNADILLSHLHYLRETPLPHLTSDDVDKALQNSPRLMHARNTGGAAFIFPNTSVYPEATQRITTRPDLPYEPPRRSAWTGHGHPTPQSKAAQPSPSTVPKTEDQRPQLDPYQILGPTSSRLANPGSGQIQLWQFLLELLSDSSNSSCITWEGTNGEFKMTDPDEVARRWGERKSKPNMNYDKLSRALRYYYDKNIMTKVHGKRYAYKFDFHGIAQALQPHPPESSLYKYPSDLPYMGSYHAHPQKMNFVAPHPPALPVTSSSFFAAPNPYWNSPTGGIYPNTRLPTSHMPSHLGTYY
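His-tagged ERG Ets domain (1 uM in the protein solution; 300mM KCl, 50mM Tris-HCl, 1mM EDTA, 1mM DTT, pH 7.5) received compound, then a probe mix of 5 nM fluorescein-DNA and 100nM Texas-615-DNA. Fluorescence polarization was read for both dyes.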
12-LOX inh: blocks human arachidonate 12S-lipoxygenase; P18054; purified 12hLO, xylenol orange hydroperoxide absorbance; Potency, µM (highest dose often 108 µM), for inactives: top-dose activity change, negative = inhibition, usual class: inhibitors; 580,000 tested, 1.1% active; AID 1671190; further: potency means the concentration at half of the fitted maximal effect; on the % scale 0 is the no-effect control and ±100 the full control effect
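Hydroperoxide product was detected by ferrous iron/xylenol orange as the 573 to 405 nm absorbance ratio. Arachidonic acid at 40 uM (final) was turned over for 30 min at room temperature by 150 nM human 12hLO, pH 7.0 Hepes buffer, after 15 min compound preincubation.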
G9a block: inhibitors of human histone lysine methyltransferase G9a. G9a H3K9 monomethylation, AlphaScreen, 2 h. Potency, µM (series often up to 102 µM), inactives show at the top dose activity, negative = inhibition, usual class: inhibitors. 350,000 tested, 8.8% active. AID 504332; further: potency means the concentration at half of the fitted maximal effect; on the % scale 0 is the no-effect control and ±100 the full control effect; nearly all actives have a fitted effect of over 75% in size
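Signal arises when biotinylated H3K9 peptide, once monomethylated, bridges streptavidin donor and antibody-captured acceptor beads. Enzyme at 20 nM was preincubated 15 min with test compounds; peptide 500 nM and SAM 20 uM then reacted for 2 h.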
* = called active by the depositor; [ ] = remark or other dose. Unless noted, the call rests on the fitted dose curve; in most records, active means well fitted curve in the direction sought with a large enough effect; inconclusive means small, poorly fitted or top-dose-only effect, or another doubt; inactive means no such curve, though single readings can be large; an effect the other way counts as inactive or inconclusive. An excerpt (hit frequency here may not be typical).

N#Cc1c2n(c(=S)n(-c3ccccn3)c1=O)CCCCC2 was read as HP1b chromo inh 23%, BAZ2B block 5%, JMJD2A Tudor -13%, RGS4 inh 7%, PI4K2A block 0, GLS inhibitor 0%, ERG Ets-DNA blk -5%, 12-LOX inh 14% and G9a block 22µM*.
Screening COCC(C)n1c(C)cc(C(=O)CN2C(=O)NC3(CCCCC3C)C2=O)c1C (stereo not drawn) returned HP1b chromo inh 9%, BAZ2B block -2%, JMJD2A Tudor -3%, RGS4 inh 7%, PI4K2A block 14, GLS inhibitor 5%, ERG Ets-DNA blk -3%, 12-LOX inh 0%[57.4 µM] and G9a block 4%.
`O=C(COC(=O)C1CCN(S(=O)(=O)c2cc([N+](=O)[O-])ccc2Cl)CC1)Nc1ncc(Cl)cc1Cl` gave HP1b chromo inh inconclusive, BAZ2B block 32µM*, JMJD2A Tudor 25µM*, RGS4 inh -30%, PI4K2A block 4, GLS inhibitor -28%, ERG Ets-DNA blk -1%, 12-LOX inh -44% and G9a block -18%[0.501 µM].
Cc1nc2nc(C)c(CCC(=O)NCCC3=CCCCC3)c(C)n2n1 was read as HP1b chromo inh 3%, BAZ2B block 1%, JMJD2A Tudor -14%, RGS4 inh -2%, PI4K2A block 4, GLS inhibitor 1%, ERG Ets-DNA blk 3%, 12-LOX inh 7% and G9a block 2%.
For CC(C)Cn1c(-c2csc3ccccc23)n[nH]c1=S the results were HP1b chromo inh 2%, BAZ2B block -9%, JMJD2A Tudor 79µM*, RGS4 inh -44%, PI4K2A block 1, GLS inhibitor inconclusive, ERG Ets-DNA blk 1%, 12-LOX inh inconclusive and G9a block inconclusive.
For COc1cc(CNCc2ccco2)cc(OC)c1O the results were HP1b chromo inh 35%, BAZ2B block -4%, JMJD2A Tudor -6%, RGS4 inh -3%, PI4K2A block -8, GLS inhibitor 31%[activator], ERG Ets-DNA blk -3%, 12-LOX inh 9% and G9a block 71µM*.
For CCCn1c(SCC(=O)Nc2nnc(-c3ccccc3)s2)nnc1-c1ccccn1 the results were HP1b chromo inh 23%, BAZ2B block inconclusive, JMJD2A Tudor inconclusive, RGS4 inh 6%, PI4K2A block -1, GLS inhibitor 1%, ERG Ets-DNA blk 1%, 12-LOX inh inconclusive and G9a block 11%[12.7 µM].
For CCc1ccccc1OCC(=O)Nc1cccc(S(=O)(=O)NC2=NCCCCC2)c1 the results were HP1b chromo inh 16%, BAZ2B block 8%, JMJD2A Tudor -6%, RGS4 inh 8%, PI4K2A block -1, GLS inhibitor 0%, ERG Ets-DNA blk 7%, 12-LOX inh inconclusive and G9a block 24%[12.7 µM].
`CN(C(=O)COC(=O)COc1ccc(Cl)cc1)C1CCCCC1` gave HP1b chromo inh 35%[activator], BAZ2B block 14%, JMJD2A Tudor -5%, RGS4 inh 13%, PI4K2A block 0, GLS inhibitor -5%, ERG Ets-DNA blk 1%, 12-LOX inh 2% and G9a block 18%.
`CCn1c(COc2ccccc2)nnc1SCC(=O)Nc1cc(OC)ccc1OC` gave HP1b chromo inh 38%[activator], BAZ2B block inconclusive, JMJD2A Tudor -21%, RGS4 inh -30%, PI4K2A block -7, GLS inhibitor -11%, ERG Ets-DNA blk 6%, 12-LOX inh -23% and G9a block -37%.

The final two compounds of the part before come first, to join the parts:
`CN(C(=O)COC(=O)COc1ccc(Cl)cc1)C1CCCCC1` gave HP1b chromo inh 35%[activator], BAZ2B block 14%, JMJD2A Tudor -5%, RGS4 inh 13%, PI4K2A block 0, GLS inhibitor -5%, ERG Ets-DNA blk 1%, 12-LOX inh 2% and G9a block 18%.
`CCn1c(COc2ccccc2)nnc1SCC(=O)Nc1cc(OC)ccc1OC` gave HP1b chromo inh 38%[activator], BAZ2B block inconclusive, JMJD2A Tudor -21%, RGS4 inh -30%, PI4K2A block -7, GLS inhibitor -11%, ERG Ets-DNA blk 6%, 12-LOX inh -23% and G9a block -37%.
CCc1cc(Br)ccc1NC(=S)NCCc1ccccc1 was read as HP1b chromo inh 22%, BAZ2B block -16%, JMJD2A Tudor -18%, RGS4 inh -23%, PI4K2A block -3, GLS inhibitor -4%, ERG Ets-DNA blk 6% and 12-LOX inh inconclusive.
COc1cc(NC(=O)Cn2cnc3sc(C)c(S(=O)(=O)N4CCOCC4)c3c2=O)cc(OC)c1OC was read as HP1b chromo inh -3%, BAZ2B block 22%, JMJD2A Tudor 3%, RGS4 inh -1%, PI4K2A block -6, GLS inhibitor -2%, ERG Ets-DNA blk 10%, 12-LOX inh 9% and G9a block 7%.
`COc1ccc(C(NC(C)=O)c2cc(Cl)c3cccnc3c2O)cc1` (stereo not drawn) gave HP1b chromo inh 58%[activator], BAZ2B block inconclusive, JMJD2A Tudor inconclusive, RGS4 inh 21%, PI4K2A block 0, GLS inhibitor 7%, ERG Ets-DNA blk 4%, 12-LOX inh inconclusive and G9a block -10%[0.501 µM].
Screening O=C(COC(=O)/C=C/c1ccc2c(c1)OCO2)NC1CC1 returned HP1b chromo inh 23%, BAZ2B block -4%, JMJD2A Tudor -12%, RGS4 inh -17%, PI4K2A block -1, GLS inhibitor 7%, ERG Ets-DNA blk 5%, 12-LOX inh -15% and G9a block 10%[59 µM].
`COCCNC(=O)c1cn(C)c2ccc(S(=O)(=O)N3CCCC3)cc2c1=O` gave HP1b chromo inh 21%, BAZ2B block -3%, JMJD2A Tudor -19%, RGS4 inh 9%, PI4K2A block 3, GLS inhibitor -8%, ERG Ets-DNA blk -7% and 12-LOX inh 43%[activator].
Cc1ccc2onc(CC(=O)Nc3cccc(C(F)(F)F)c3)c2c1 was read as HP1b chromo inh 11%, BAZ2B block -21%, JMJD2A Tudor -21%, RGS4 inh 1%, PI4K2A block 1, GLS inhibitor -18%, ERG Ets-DNA blk 0%, 12-LOX inh -15% and G9a block -29%[59 µM].
`CCOc1ccc(/C=N/OCC(=O)NCc2ccc3c(c2)OCO3)cc1OC` gave HP1b chromo inh 14%, BAZ2B block 2%, JMJD2A Tudor -15%, RGS4 inh 3%, PI4K2A block 2, GLS inhibitor 5%, ERG Ets-DNA blk -5%, 12-LOX inh -14% and G9a block 40µM*.
COc1ccc(NC(=O)CC2C(=O)N(c3cccc(C)c3)C(=O)N2Cc2cccnc2)cc1 (stereo not drawn) was read as HP1b chromo inh 40%[activator], BAZ2B block -9%, JMJD2A Tudor 6%, RGS4 inh 3%, PI4K2A block -3, GLS inhibitor 3%, ERG Ets-DNA blk -2%, 12-LOX inh -9% and G9a block 3%[59 µM].
For CCOc1ncccc1C(=O)Nc1cccc(S(=O)(=O)NC2=NCCC2)c1 the results were HP1b chromo inh 28%, BAZ2B block 13%, JMJD2A Tudor -3%, RGS4 inh 24%, PI4K2A block 3, GLS inhibitor 9%, ERG Ets-DNA blk -1%, 12-LOX inh 4% and G9a block 21%[59 µM].
For CCOC(=O)c1cc(C(=O)OCC)c(=O)[nH]c1N1CCCCC1 the results were HP1b chromo inh 39%[activator], BAZ2B block -13%, JMJD2A Tudor 8%, RGS4 inh -15%, PI4K2A block 2, GLS inhibitor 3%, ERG Ets-DNA blk 8%, 12-LOX inh -2% and G9a block 5%.
For COC(=O)c1ccc(-c2nc(-c3cccs3)no2)cc1 the results were HP1b chromo inh 76%[activator], BAZ2B block 9%, JMJD2A Tudor 9%, RGS4 inh -3%, PI4K2A block -20, GLS inhibitor -5%, ERG Ets-DNA blk -4%, 12-LOX inh inconclusive and G9a block 4%.
`COc1ccc(C(=O)Nc2ccc(C(=O)N3CCC(C)CC3)cc2)cc1OC` gave HP1b chromo inh 11%, BAZ2B block 0%, JMJD2A Tudor -11%, RGS4 inh 10%, PI4K2A block 0, GLS inhibitor -17%, ERG Ets-DNA blk -9%, 12-LOX inh -11% and G9a block -5%.
`COC(=O)c1ccc(COC(=O)c2ccc(S(=O)(=O)N3CCC(C)CC3)cc2)o1` gave HP1b chromo inh 25%, BAZ2B block 2%, JMJD2A Tudor -10%, RGS4 inh inconclusive, PI4K2A block -7, GLS inhibitor -1%, ERG Ets-DNA blk 6%, 12-LOX inh -4% and G9a block -45%[59 µM].
O=C(NNC(=O)c1sc2cccc(Cl)c2c1Cl)Nc1ccccc1 was read as HP1b chromo inh 37%, BAZ2B block -8%, JMJD2A Tudor 0%, RGS4 inh 3%, PI4K2A block 6, GLS inhibitor 18%, ERG Ets-DNA blk -6%, 12-LOX inh 0% and G9a block -2%[59 µM].
Screening Cc1cc(C)cc(OCC(=O)N2CCc3ccccc3C2)c1 returned HP1b chromo inh 35%, BAZ2B block -8%, JMJD2A Tudor -1%, RGS4 inh 23%, PI4K2A block 0, GLS inhibitor -1%, ERG Ets-DNA blk 17%, 12-LOX inh 0% and G9a block 2%.
Screening Cc1c(Cl)ccc2sc(N3CCN(C(=O)C(C)C)CC3)nc12 returned HP1b chromo inh 45%, BAZ2B block 10%, JMJD2A Tudor 0%, RGS4 inh -20%, PI4K2A block 4, GLS inhibitor -16%, ERG Ets-DNA blk -13%, 12-LOX inh inconclusive and G9a block inconclusive.
For CC(=O)c1c(C)[nH]c(C(=O)OCC(=O)c2ccc(C)s2)c1C the results were HP1b chromo inh 11%, BAZ2B block 56µM*, JMJD2A Tudor -15%, RGS4 inh 15%, PI4K2A block 1, GLS inhibitor 6%, ERG Ets-DNA blk 0%, 12-LOX inh -11% and G9a block -3%[2.33 µM].
